ERK EGF block – qHTS Assay for Inhibitors of the ERK Signaling Pathway using a Homogeneous Screening Assay; Stimulation with EGF | HEK293-V1b, EGF-stimulated phospho-ERK AlphaScreen | Potency, µM (titrated, usually from 11.5 µM), without a hit: top-dose activity change, negative = inhibition, usual class: inhibitors | 130,000 tested, 0.41% active | AID 1454, 2008; active = well fitted inhibition curve with a large enough effect; inconclusive = small, poorly fitted or top-dose-only effect, or effect the other way;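 also: plate controls were stimulated vehicle wells for no effect and unstimulated vehicle basal for full effect; nearly all actives have a fitted effect of over 55% in size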
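V1b-HEK293, 1% FBS o/n; cpd 30 min 37C; EGF 25 nM final, 5 min; lyse 10 min; AlphaScreen beads 5 h RT. Normalized DMSO basal vs EGF max; Hill AC50.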
* marks the source's active call; other numbers are inactive results; ? = inconclusive; & = joins results of further samples; [ ] = remark or other dose. Potency is read from the fitted curve at half-maximal effect.

SMILES	ERK EGF block
O=C(c1ccc(S(=O)(=O)Cc2ccccc2F)c([N+](=O)[O-])c1)N1CCCCCC1	?
CC(=O)Nc1ccc2c(COC(=O)CC3Sc4ccccc4NC3=O)cc(=O)oc2c1 (configuration not stated)	-17%
O=C(NCCCn1ccnc1)/C(=C/c1ccco1)NC(=O)c1cccs1	-8%
N#Cc1cccc(-c2cc(NCc3cccs3)ncn2)c1	27%
CCOC(=O)c1sc(-c2ccc(OC)cc2)cc1NC(C)=O	6%
CCOC(=O)CNC(=O)CN1C(=O)CC(c2ccccc2)S(=O)(=O)c2ccccc21 (configuration not stated)	5%
O=C(COC(=O)c1cc[n+]([O-])cc1)Nc1ccccc1Sc1ccccc1	?
CCOc1ccc2[nH]c(=O)c(CN(CCCN3CCOCC3)Cc3nnnn3Cc3ccc(OC)cc3)cc2c1	0%
CC(C)Cn1ccc(=O)n(CC(C)C)c1=O	-4%
CCOC(=O)C1(Cc2ccccc2)CCN(Cc2cnn(CC)c2)CC1	-12%[57.5 µM]
Cc1ccc(C2C3=C(CCCC3=O)N=C3c4ccccc4C(=O)C32)cc1 (configuration not stated)	0%
CC1=C(\C=C/C(C)=C/C=C\C(C)=C\C(=O)O)C(C)(C)CCC1	-2%
CCOC(=O)c1sc(NC(=O)CN2C(=O)NC3(CCCCCCC3)C2=O)c(C(=O)OCC)c1C	1%[57.5 µM]
C=CCN(C(=O)CNC(=O)c1ccco1)C(C(=O)NC1CCCCC1)c1ccc(OC)cc1 (configuration not stated)	11%
CCOC(=O)c1c(NC(=O)COc2cccc3c2CCN(C)C3=O)sc2c1CCC2	5%
COCCNc1nc(SCC(=O)N2CCN(c3ccccc3)CC2)nc2ccccc12	2%
CC(C)(C)CC(=O)Nc1ccc(C(N)=O)cc1	18%
COc1ccccc1/C=N/N1C(=O)c2cccc3cccc(c23)C1=O	-4%
COc1ccc(/C(N)=N/OC(=O)c2ccc([N+](=O)[O-])c(C)c2)cc1OC	13%
O=C(O)c1cc(-c2ccco2)nc2ccc(Br)cc12	12%
c1ccc(Cc2noc(CN3CCN(CCOc4ccccc4)CC3)n2)cc1	-2%[57.5 µM]
O=C(N/N=C/c1cc2c3c(c1O)CCCN3CCC2)c1ccccc1O	?
O=C(N/N=C/c1ccc([N+](=O)[O-])o1)c1cn(-c2ccccc2)nc1-c1ccc(Cl)cc1	-7%
NNC(=O)c1ccc(CSc2n[nH]c(=O)[nH]c2=O)cc1	16%[57.5 µM]
CN(C)/C=C/C(=O)c1ccc(S(=O)c2ccccc2)cc1 (configuration not stated)	0%
COc1ccc(OC)c(NC(=O)C(C)Oc2ccc(Br)cc2)c1 (configuration not stated)	-7%
COc1ccc2c(c1OC)CN1CCc3cc4c(cc3[C@@H]1[C@@H]2O)OCO4	2%
CN(C)c1cccc2cccc(N(C)C)c12	-13%[57.5 µM]
COc1ccc(NC(=O)Nc2nc3c(s2)CCCC3)cc1	-1%
O=c1cc[nH]c2c(Cl)cccc12	0%[57.5 µM]

Entries listed so far that contain a nitro group on carbon:
SMILES	ERK EGF block
O=C(c1ccc(S(=O)(=O)Cc2ccccc2F)c([N+](=O)[O-])c1)N1CCCCCC1	?
COc1ccc(/C(N)=N/OC(=O)c2ccc([N+](=O)[O-])c(C)c2)cc1OC	13%
O=C(N/N=C/c1ccc([N+](=O)[O-])o1)c1cn(-c2ccccc2)nc1-c1ccc(Cl)cc1	-7%

Part of the list above, as labelled records:
CN(C)/C=C/C(=O)c1ccc(S(=O)c2ccccc2)cc1 (configuration not stated)
- ERK EGF block: 0%
COc1ccc(OC)c(NC(=O)C(C)Oc2ccc(Br)cc2)c1 (configuration not stated)
- ERK EGF block: -7%
COc1ccc2c(c1OC)CN1CCc3cc4c(cc3[C@@H]1[C@@H]2O)OCO4
- ERK EGF block: 2%
CN(C)c1cccc2cccc(N(C)C)c12
- ERK EGF block: -13%[57.5 µM]

A portion from further up:
SMILES	ERK EGF block
CN(C)/C=C/C(=O)c1ccc(S(=O)c2ccccc2)cc1 (configuration not stated)	0%
COc1ccc(OC)c(NC(=O)C(C)Oc2ccc(Br)cc2)c1 (configuration not stated)	-7%
COc1ccc2c(c1OC)CN1CCc3cc4c(cc3[C@@H]1[C@@H]2O)OCO4	2%
CN(C)c1cccc2cccc(N(C)C)c12	-13%[57.5 µM]
COc1ccc(NC(=O)Nc2nc3c(s2)CCCC3)cc1	-1%
O=c1cc[nH]c2c(Cl)cccc12	0%[57.5 µM]

Next section
SMILES	ERK EGF block
CCn1cc(C(=O)O)c(=O)c2cc(F)c(N3CCNCC3)cc21	-23%[57.5 µM]
CCOC(=O)C(c1ccccc1)C(Nc1ccc(Cl)c(Cl)c1)c1ccccn1 (configuration not stated)	4%[57.5 µM]
Cc1nc(NC(=O)c2ccc(OCC(C)C)cc2)sc1Cc1ccc2c(c1)OCO2	-16%
CCCNC(=O)CN1C(=O)NC(CCc2ccccc2)C1=O (configuration not stated)	-4%
CCN(CC)c1ccc(/C=N/Nc2nc(C)cc(=O)[nH]2)c(O)c1	3%
CC(C)C(=O)Nc1ccc(C(=O)c2ccccc2)cc1	1%
Cc1c(NC(=O)c2cc3nc(-c4ccc(Br)cc4)cc(C(F)(F)F)n3n2)c(=O)n(-c2ccccc2)n1C	5%
O=C(c1ccncc1)N1CCC2(CCCN(Cc3ccccc3)C2)CC1	-10%
Cc1ccc(NCc2ccc(O)c3ncccc23)cc1	36%
COc1ccc(C)cc1NC(=O)CC1COc2ccccc2O1 (configuration not stated)	-1%
NC(=O)N/N=C/c1cc(F)cc(F)c1	-9%[57.5 µM]
Cc1oc(-c2cc(F)ccc2F)nc1CN1CCCN(C(=O)c2ccco2)CC1	0%
CCOc1ncccc1C(=O)Nc1nnc(C)s1	-1%
Cc1ccnn1CC(=O)N/N=C/c1ccc2c(c1)OCO2	9%
CCc1cccc(CC)c1NC(=S)NCCc1c(C)[nH]c2ccc(C)cc12	-2%
CCOc1cc(NC(=O)c2cccs2)c(OCC)cc1NC(=O)CCC(=O)NCCN1CCOCC1	-1%
Cc1ccc(Cl)cc1N1CCN(C(=O)c2cc3c(=O)[nH]c4ccccc4c3n2C)CC1	6%
COc1ccc(-c2cc(C(=O)NCC3CCCO3)c3cc(C)ccc3n2)cc1 (configuration not stated)	-2%
O=C(Nc1ccccc1)[C@@H]1[C@@H]2C(=O)N(c3ccc(F)cc3)C(=O)[C@@H]2[C@H]2C=CC=NN21	3%[57.5 µM]
C[C@@H]1NC(=O)[C@H](CCCN=C(N)N)NC(=O)c2cc([N+](=O)[O-])cc(I)c2OCC[C@@H](C(N)=O)NC1=O	-2%
CC(=O)c1cc(C#N)c(N2CCOCC2)nc1C	-4%
O=C(N1CCCCC1)N1CCC(c2nc3ccccc3[nH]2)CC1	9%[57.5 µM]
COC(=O)CC1C2(C)CC34OC5(C)O[C@@]6(C7/C(=C(/OC)C(C)C)C(=O)OC(c8ccoc8)[C@@]7(C)C(OC(=O)C(C)C)C(OC)[C@]6(O5)[C@@]13C)C(OC)[C@]4(OC)C2OC(C)=O (some centres not stated)	-5%
COCc1cc(C)nc(OCC(=O)N/N=C/c2ccc(-c3cc([N+](=O)[O-])ccc3Cl)o2)c1C#N	-4%
COc1ccc(NC(=O)C2CCCC2)cn1	-12%
CCOC(=O)CCC(=O)NNC(=O)c1ccc(NC(=O)c2ccccc2)cc1	-3%[57.5 µM]
CC(=O)NC(CCS(C)(=O)=O)C(=O)Nc1ccc2c(c1)OCCO2 (configuration not stated)	7%
COc1ccc(/C=C(\NC(=O)c2ccccc2Cl)C(=O)NCCCC(=O)O)cc1	-9%
COC1=CC(=O)C[C@@H](C)[C@]12Oc1c(Cl)c(OC)cc(OC)c1C2=O	11%
Cc1cc(C(=O)O)cc(Br)c1N	0%
CCNc1nc(NCC)nc(NC(N)=S)n1	-1%
CCC/C(=N\NC(=O)CCC(=O)NCc1ccccc1)c1ccccc1	-6%
O=C(COc1ccccc1)NC1CCCCC1	10%
Nc1ccc(N2CCOCC2)c(S(=O)(=O)Nc2cc(Cl)ccc2Cl)c1	-2%
NS(=O)(=O)c1ccc(NC(=O)COC(=O)C2CC(=O)N(Cc3ccccc3)C2)cc1 (configuration not stated)	6%
O=[N+]([O-])c1ccc2nc(-c3ccccc3)cc(-c3ccccc3)c2c1	-1%
Cc1cc(C(=O)N[C@@H](c2ccccc2)[C@]2(C)C[C@H]2[C@@H](C)C(=O)Nc2ccc3ccccc3c2)no1	2%&3%
C/C(=N\NC(=O)c1ccncc1)c1cccs1	11%
CCOc1ccc(-c2nc(CN3CCCCC3CCn3cccn3)c(C)o2)cc1 (configuration not stated)	-15%[57.5 µM]
O=C(CNC(=O)c1ccc(S(=O)(=O)N2CCCC2)cc1)N/N=C/c1c(Cl)cccc1Cl	14%
Cc1ccc(N2C(=O)N(CC(=O)c3cc(C)ccc3C)C(=O)C2C)cc1 (configuration not stated)	7%
CN(Cc1ccccc1)C(=O)c1oc(=O)c2ccccc2c1-c1ccccc1	1%
CN1C(=O)N(C)C2(c3ccccc3)N(C(C)(C)C)C(=O)NC12c1ccccc1 (configuration not stated)	12%
O=C1CSC(c2ccccn2)N1c1ccc(F)cc1F (configuration not stated)	-8%
NC(=O)C1CCCN(C(=S)NCc2ccc3c(c2)OCO3)C1 (configuration not stated)	20%
O=C(N1CCN(c2ccc(F)cc2)CC1)C1(c2cccs2)CCOCC1	-3%
Cc1ccc2c(c1)C1NC(=S)NC(C)(O2)C1C(=O)Nc1ccc(Cl)cc1 (configuration not stated)	4%
COc1cc(/C=N/NC(=O)[C@H](Cc2c[nH]c3ccccc23)NC(=O)OCC(C)C)cc([N+](=O)[O-])c1O	2%
CC(=O)Nc1ccc(NC(=O)c2ccc(-n3c(C)ccc3C)cc2)cc1	-4%
COc1ccc(C(=O)NCCNc2ccc([N+](=O)[O-])cc2)cc1	-14%
CC(C(=O)Nc1ccc(S(=O)(=O)N2CCOCC2)cc1)N1CCN(c2ccccn2)CC1 (configuration not stated)	4%
Cc1ccc(NC(=O)CCl)c(C)c1	26%
CCN(CC)C(=O)C1CCCN(c2ccc([N+](=O)[O-])cc2[N+](=O)[O-])C1 (configuration not stated)	-4%
O=C(Nc1ccccn1)c1ccc(S(=O)(=O)c2ccc(Cl)cc2)cc1	-1%
COc1ccc(CN2CCNC(=O)C2CC(=O)N(C)Cc2ccccn2)cc1OC (configuration not stated)	0%
N#Cc1ccccc1OCCCNC1CCCC1	-2%
O=C(CN1C(=O)NC2(CCCCCC2)C1=O)Nc1ccc2c(c1)CCC2	-6%
S=c1[nH]nc(-c2cccnc2)n1/N=C/c1ccco1	-6%
Cc1no[n+]([O-])c1COc1cccc(/C=N/Nc2nncn2N)c1	-8%[57.5 µM]
COc1ccc(C(=O)NC(=S)NC2CCSC2=O)cc1 (configuration not stated)	-2%
Further results.
SMILES	ERK EGF block
O=C1CCC(C(=O)Nc2cccc(Oc3ccccc3)c2)=NN1	-2%
c1ccc(CO/N=C(\c2ccc(C3CC3)nc2)C2CC2)cc1	-8%
O=[N+]([O-])/C=C1\CCCCCN1	6%[57.5 µM]
CC1=NN(c2ccc(C(=O)OC(C)C)cc2)C(=O)/C1=C\C=C\c1ccco1	16%
C/C(=N/O)c1c(O)c(C)c(-c2ccccc2)n(-c2ccccc2)c1=O	-1%
CCOc1ncccc1C(=O)N(CC)CC(=O)Nc1ccc(NC(C)=O)cc1	6%
COc1ccc(C2=NN(C(=O)CSc3ncccn3)C(c3ccc(C)cc3)C2)cc1 (configuration not stated)	10%
CN(C(=O)c1ccc2nccnc2c1)C1CCCCC1	5%[57.5 µM]
COc1ccc(/C(C)=N/Nc2nc3ccccc3nc2C)cc1	?
O=C(Nc1ccc([N+](=O)[O-])c(NC(=O)C2CCCO2)c1)C1CCCO1 (configuration not stated)	-3%
O=C(Nc1ccc(F)cc1)N1CCCN(c2ccc(C(F)(F)F)cn2)CC1	1%[57.5 µM]
CC1=NNC(=O)C1Oc1ccccc1 (configuration not stated)	5%[57.5 µM]
N#CCCN(Cc1cccnc1)C(=S)NC(=O)c1ccco1	4%
CCOC(=O)c1c(NC(=O)CNCCOC)sc2c1CCCC2	-7%
Cc1cc(C)cc(NC(=O)c2cc(Cl)sc2Cl)c1	0%
CC(CN1c2ccccc2Sc2ccccc21)N(C)C (configuration not stated)	1%[57.5 µM]
CCOc1cc(Br)c(C=O)cc1OCC	5%
CC(=O)c1cc(-c2ccc(F)cc2)n(CCC(=O)Nc2cc(C)[nH]n2)c1C	9%
CC(C)(C)c1ccc(S(=O)(=O)N2CCCCC2)cc1	-2%
O=C(O)CCCN=C1NC2(CCCC2)Cc2ccccc21	2%
COc1ccc(NC2CC(=O)N(c3cccc([N+](=O)[O-])c3)C2=O)cc1 (configuration not stated)	-4%
c1ccc2c(N3CCCCC3)nc(N3CCOCC3)nc2c1	5%
COc1ccc(OC)c(C(=O)c2ccc(Cl)cc2)c1	-11%[57.5 µM]
CCc1ccc(C2c3[nH]c4ccccc4c3CCN2C(=O)c2cc(C)nn2C)cc1 (configuration not stated)	-3%
O=C(CNc1ccc2c(c1)OCO2)N/N=C\c1cn(Cc2ccc(F)cc2)c2ccccc12	1%

Screening results as filed in PubChem BioAssay.

The list is partial; rates above refer to the full screens.
